Screening results deposited in PubChem BioAssay by National Center for Advancing Translational Sciences (NCATS).
ERK EGF block: blocks ERK signaling stimulated by EGF; HEK293-V1b, EGF-stimulated phospho-ERK AlphaScreen; 130,000 compounds, 0.41% hits; Potency, µM (top dose mostly 11.5 µM), without a hit: at the top dose activity change, negative = inhibition, usual class: inhibitors; active = well fitted inhibition curve with a large enough effect; inconclusive = small, poorly fitted or top-dose-only effect, or effect the other way;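 note: plate controls were stimulated vehicle wells for no effect and unstimulated vehicle basal for full effect; nearly all actives have a fitted effect of over 55% in size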
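After overnight plating in 1% FBS, HEK293-V1b cells received test compound for half an hour, then a 5 min pulse of EGF (25 nM); ERK phosphorylation in lysates was read by bead-based AlphaScreen.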
* = called active by the depositor; ? = inconclusive; & = joins results of further samples; [ ] = remark or other dose. Potency is the fitted concentration of half-maximal effect.

SMILES	ERK EGF block
COc1cccc(C(=O)COc2ccccc2N2C(=O)C3C4C=CC(C4)C3C2=O)c1 (stereo unspecified)	2%
Cc1cccc(N2CCN(C3=NC(=O)/C(=C\c4cn[nH]c4-c4ccccc4)S3)CC2)c1	8%
O=C(CCCN1C(=O)c2ccccc2C1=O)NCCN1C(=O)S/C(=C\c2cccs2)C1=O	13%
O=C(O)c1cccc(S(=O)(=O)Nc2cc(Cl)ccc2Cl)c1	2%[57.5 µM]
COc1ccc2cc(C(=O)C3CCCN(Cc4ccccn4)C3)ccc2c1 (stereo unspecified)	-16%
N/C(=N\c1nc(CSc2ccc(Cl)cc2)cc(=O)[nH]1)Nc1ccccc1C(F)(F)F	-7%
CCc1ccc(-c2csc3ncn(CC(=O)NCc4ccco4)c(=O)c23)cc1	?
O=C(O)c1cccc(Oc2cccc(Cl)n2)c1	-6%
Cc1cc(NC(=O)CCCn2nc([N+](=O)[O-])c(Cl)c2C)no1	-6%
Cn1cnnc1SCC(=O)NN(c1ccccc1)c1ccccc1	3%
CCCn1c(=O)c2[nH]c(-c3ccc(OCC(=O)Nc4ccc(C#N)cc4)cc3)nc2n(CCC)c1=O	-5%
COc1ccc(/C=N\NS(=O)(=O)c2ccc(Br)cc2)cc1COc1ccccc1[N+](=O)[O-]	0%
COCCNC(=O)Cn1c(=O)n(Cc2ccc(C(=O)NCCc3ccc(OC)c(OC)c3)cc2)c(=O)c2ccccc21	-10%
CN(C)c1ccnc2sc(C(=O)c3ccc(Br)cc3)c(N)c12	4%
Cc1nc2cc(NC(=O)Nc3ccccc3Cl)ccc2n1C	2%
Cc1ccc(OCC(=O)Nc2cnn(CCCC(=O)O)c2)c([N+](=O)[O-])c1	2%[57.5 µM]
O=C(Cn1ccc(C(F)(F)F)n1)N/N=C/c1ccc(N2CCOCC2)cc1	-8%
CC1CCN(C(=O)CC#N)CC1	8%[57.5 µM]
Cn1cccc1Cc1nnc(SCC(=O)Nc2ccc3c(c2)OCCO3)n1-c1ccc(F)cc1	8%
COc1ccc(NC(=O)c2cc(=O)[nH]c(=O)[nH]2)cc1S(=O)(=O)Nc1ccccc1Cl	-1%
O=C(N/N=C/c1ccccc1[N+](=O)[O-])c1ccc2nc[nH]c2c1	-6%[57.5 µM]
CCO[C@@H]1OC(C(=O)NC2CC2)=C[C@H](c2csc3ccccc23)[C@H]1CCCO	4%[57.5 µM]
COc1ccc(N2CN=C3SCC(=O)N3C2)cc1	-1%
CC(=O)N(OCc1ccc(OC(C)C)c(Cl)c1)C(C)=O	3%[57.5 µM]
O=C(CCCOc1ccccc1)NCCc1nc2ccccc2[nH]1	-1%
CC(Oc1ccccc1)C(=O)N1CCN=C1SCc1cccc(F)c1 (stereo unspecified)	-1%[57.5 µM]
NC(=S)N/N=C/c1ccc(Br)o1	1%
CC1CCCCN1S(=O)(=O)c1ccc(N(C(=O)c2cnccn2)C(C(=O)NC2CCCC2)c2cccs2)cc1 (stereo unspecified)	6%
CCn1c(SCC(=O)N/N=C/C=C\c2ccco2)nc2ccccc21	-1%
O=C(COC(=O)C1CC(=O)N(Cc2ccccc2)C1)c1ccc(Br)cc1 (stereo unspecified)	-8%
O=C(O)c1ccccc1C(=O)c1ccc2c(c1)N(Cc1ccc(Cl)c(Cl)c1)C(=O)CO2	-17%
O=C(COc1ccc(Cl)cc1)c1ccc(O)cc1O	-4%[57.5 µM]
CN(C)c1cccc2c(/C=N/O)ccc(N(C)C)c12	-3%
CCCC(CCC)C(=O)O	-2%&11%
O=C(COC(=O)c1cc[n+]([O-])cc1)Nc1ccc(SC(F)F)cc1	-7%[57.5 µM]
Cc1cc(C(=O)NNC(=S)NCc2ccco2)nn1C	0%

Laid out differently: entries from further up
SMILES,ERK EGF block
CN(C)c1cccc2c(/C=N/O)ccc(N(C)C)c12,-3%
CCCC(CCC)C(=O)O,-2%&11%
O=C(COC(=O)c1cc[n+]([O-])cc1)Nc1ccc(SC(F)F)cc1,-7%[57.5 µM]
Cc1cc(C(=O)NNC(=S)NCc2ccco2)nn1C,0%

Going on with the list.
SMILES	ERK EGF block
Cc1cc(C)c(S(=O)(=O)Nc2ccnc(-c3cccnc3)n2)c(C)c1	-4%
Cc1nonc1OCCCNc1ccc([N+](=O)[O-])cc1Cl	9%
CSCCC(NC(=O)c1ccccc1)C(=O)OCC(=O)N(C)CCC#N (stereo unspecified)	3%
C=C(C)c1cccc(C(C)(C)NC(=O)N2CCC(C(N)=O)CC2)c1	-5%
CCCc1c(C)nc2ccccc2c1SCCC#N	3%
O=C(/C=C/c1ccco1)N(Cc1ccccc1)C1CCS(=O)(=O)C1 (stereo unspecified)	-26%[57.5 µM]
Cc1cc(=O)n2[nH]c(C)cc2n1	-2%
S=C1NC(c2cccs2)=CC(c2ccc(Br)cc2)N1 (stereo unspecified)	3%
O=C(c1cc2ncc(Br)cn2n1)N1CCCCC1	-2%
CC(=O)c1ccc(NC(=O)C(C)Sc2ccccn2)cc1 (stereo unspecified)	-1%
Cc1ccc(F)cc1CNC(=O)c1cc(COc2ccc3ncccc3c2)on1	?
COc1ccc(NC(=O)/C(C#N)=C\c2ccc(N3CCOCC3)o2)cc1	4%

Compounds listed so far that contain a CF3 group (two):
SMILES	ERK EGF block
N/C(=N\c1nc(CSc2ccc(Cl)cc2)cc(=O)[nH]1)Nc1ccccc1C(F)(F)F	-7%
O=C(Cn1ccc(C(F)(F)F)n1)N/N=C/c1ccc(N2CCOCC2)cc1	-8%

Next compounds follow:
SMILES	ERK EGF block
O=C(OC1Cn2c(=O)ccc(=O)n2C1)c1ccccc1	28%
CCOC(=O)C1=NN(C(=O)c2ccco2)C2(CC2)C1	-4%
COc1ccc(/C=C/C(=O)OCc2nc3ccccc3c(=O)[nH]2)c(OC)c1	1%[57.5 µM]
CC(=O)Nc1sc(N/N=C\c2ccccc2Cl)nc1-c1cccs1	4%
COc1ccccc1NC(=O)c1cc(S(=O)(=O)NCc2ccccc2)ccc1F	-6%
CC(=C/C(=O)O)/C=C/c1ccc(Cl)o1	-5%
C=CCc1cccc(/C=N/NC(=O)c2ccccc2OC)c1O	12%
Cc1ccc(NC(=O)COc2ccc(C3SCCS3)cc2)cc1	-5%
COc1ccccc1NC(=O)C1=C(C)Nc2nc3ccccc3n2C1c1cccs1 (stereo unspecified)	-12%
COc1ccccc1NS(=O)(=O)c1ccc(O)c(C(=O)OCC(=O)N2CCc3ccccc32)c1	-14%[57.5 µM]
CC(=O)COc1ccc2c(C)c(-c3ccccc3)c(=O)oc2c1	1%
C=CCn1c(SCC(=O)Nc2cc(C)on2)nnc1C1COc2ccccc2O1 (stereo unspecified)	-3%

3 entries picked at random from the list so far:
SMILES	ERK EGF block
Cc1ccc(NC(=O)COc2ccc(C3SCCS3)cc2)cc1	-5%
COc1ccccc1NC(=O)c1cc(S(=O)(=O)NCc2ccccc2)ccc1F	-6%
CC(=C/C(=O)O)/C=C/c1ccc(Cl)o1	-5%

Returning to the listing, starting 2 compounds before the break.
SMILES	ERK EGF block
CC(=O)COc1ccc2c(C)c(-c3ccccc3)c(=O)oc2c1	1%
C=CCn1c(SCC(=O)Nc2cc(C)on2)nnc1C1COc2ccccc2O1 (stereo unspecified)	-3%
CN(C)CCNC(=O)/C(=C/c1cccc([N+](=O)[O-])c1)NC(=O)c1ccccc1	-3%
COc1ccc(/C=N/NC(=O)C(O)(c2ccccc2)c2ccccc2)cc1OC	8%
CCOC(=O)/C(C#N)=N/Nc1c(S(=O)(=O)Cc2ccco2)csc1C(=O)OC	-8%[57.5 µM]
CC(C)(C)CN1CCNC(=O)C1CC(=O)NCCc1ccccc1C(F)(F)F (stereo unspecified)	4%
CC(C)c1ccc(C2NC(=S)NC3=C2C(=O)CCC3)cc1 (stereo unspecified)	2%
O=C(c1cccc([N+](=O)[O-])c1)c1ccccn1	-9%[57.5 µM]
FC(F)Oc1cccc2cccnc12	15%
CCN(CC(=O)NC1CCS(=O)(=O)C1)Cc1nc2c(Br)cc(Br)cc2c(=O)[nH]1 (stereo unspecified)	-4%
Cc1ccc(NC(=O)CCSc2ccccc2)c(C)c1	?
COc1ccc(CSc2nc3ccccc3c(=O)[nH]2)cc1F	?
CCOC(=O)C1(CC2CCCCO2)CCN(Cc2nc(-c3cccs3)oc2C)CC1 (stereo unspecified)	-13%
Cc1cc(C)n2c(SCC(=O)N(CC(C)C)c3c(N)n(CC(C)C)c(=O)[nH]c3=O)nnc2n1	-1%
CCOC(=O)Cc1cnc(NC(=O)CSc2nc(N)cc(=O)[nH]2)s1	-1%
O=C(COc1ccccc1[N+](=O)[O-])Nc1ccc(Br)cc1	?
CCOC(=O)Cn1c(C)cc(=O)c2ccccc21	-9%[57.5 µM]
C=CCCN([C@@H](C)C(=O)OC)S(=O)(=O)c1ccccc1Br	-13%[57.5 µM]
CC(C)CC(c1nnnn1Cc1ccc(F)cc1)N1CCC(C(N)=O)CC1 (stereo unspecified)	1%
CCN(Cc1cc(=O)n2ccsc2n1)Cc1nc2ccccc2c(=O)[nH]1	-3%
Cc1cccc(N(CC(=O)NC(C)(C)C)C(=O)CNC(=O)c2cccs2)c1C	3%[57.5 µM]
S=c1[nH]nc(-c2cccs2)n1/N=C/c1cccs1	4%
O=[N+]([O-])c1cccc(CSc2nc3ccccc3[nH]2)c1	2%
COc1ccc(/C=C/C(=O)O)cc1S(=O)(=O)N1CCC(C)CC1	-5%[57.5 µM]
CNC(=O)COC(=O)/C=C/c1ccc(F)cc1	6%
CCOC(=O)Nc1c2ccccc2nc2ccccc12	3%[57.5 µM]
C=CCN(c1cccc(C(F)(F)F)c1)S(=O)(=O)c1cccc(C(=O)OCC(=O)Nc2ccccc2)c1	10%
COC(=O)c1ccccc1NC(=O)c1ccc(COc2ccc3c(c2)CCC3)cc1	-4%[57.5 µM]
CC(C)/C(=N\NS(=O)(=O)c1ccc(Br)cc1)c1cccs1	-2%
COc1ccccc1NS(=O)(=O)c1cc(NC(=S)NCC2CCCO2)ccc1C (stereo unspecified)	6%
O=C(NCc1ccccc1)N1CCOCC1	1%[57.5 µM]
O=C1CCC=C1C(O)c1ccccc1 (stereo unspecified)	-8%&-4%
CCSc1cc(N2CCOCC2)nc(-c2ccc(Cl)cc2)n1	9%
Cc1cc(C(=O)NCc2cccs2)nn1C	1%[57.5 µM]
CCn1c(=NC(=O)CSC(C)=O)sc2cc(OC)ccc21	7%
COC(=O)c1nc2ccc(N3CCOCC3)cc2c(C)c1C(=O)OC	-1%
CC(O)c1nc2ccccc2n1CC(=O)Nc1ccc2c(c1)OCCO2 (stereo unspecified)	-2%
COc1cccc(OC)c1C(=O)N=c1sc2cc(S(C)(=O)=O)ccc2n1C	1%
COc1ccc(NC(=O)CSc2nc(N)c3cc4c(nc3n2)CCCC4)cc1	2%
CCOC(=O)C1(Cc2cccc(F)c2)CCN(C(=O)c2cnccn2)CC1	-1%
Cc1cccc(NC(=O)c2cc([N+](=O)[O-])ccc2N2CCCCC2)n1	?
Cc1ccc(-n2[nH]c(C)c(/C=N/Nc3ccc([N+](=O)[O-])cc3[N+](=O)[O-])c2=O)cc1	?
O=S(=O)(Nc1cccc(-c2nc3cccnc3s2)c1)c1ccc2c(c1)CCCC2	-10%
COCCN1Cc2cccc(C(=O)NCC3CCN(CC(C)C)C3)c2C1=O (stereo unspecified)	2%[57.5 µM]
COc1ccc(S(=O)(=O)N(C)C)cc1NC(=O)Cc1cccs1	18%
CSc1nnc2ccc(-c3cccs3)nn12	-4%
Cc1ccc(C(=O)N2CCCC(C(=O)c3cc(F)ccc3F)C2)s1 (stereo unspecified)	4%
COc1ccc(Cn2nnnc2C(c2cc3cccc(C)c3[nH]c2=O)N2CCN(C)CC2)cc1 (stereo unspecified)	-1%
O=C(OCc1nnc(-c2ccccc2)o1)c1cc2ccccc2cc1O	-8%
COc1cc2c(cc1OC)C(Nn1cnnc1)=NC1(CCCC1)C2	2%[57.5 µM]
CC(C)CCNC(=O)COc1cccc2c1OC(C)(C)C2	-5%
COC(=O)Cn1c(O)c(N=NC(=O)OC)c2ccccc21	9%[57.5 µM]
O=S(=O)(CC(CN1CCCCC1)N1CCCCC1)c1ccc2ccccc2c1 (stereo unspecified)	-5%
O=C(CSc1nc2ccccc2c(=O)n1-c1ccccc1)N/N=C/C=C/c1ccccc1[N+](=O)[O-]	2%
O=C(NC(=S)Nc1ccccc1N1CCCC1)c1ccccc1[N+](=O)[O-]	4%
Cc1cc(NC(=O)c2ccc(-c3ccc(F)c(Cl)c3)o2)no1	4%
O=C(O)CN1CCN(Cc2ccc(Cl)cc2)C1=O	-2%
C=CCn1c(SCC(=C)C)nc2c1c(=O)[nH]c(=O)n2C	-1%[57.5 µM]
CCOC(=O)c1nn(-c2ccccc2C)c2nc(CC(C)C)c(C#N)c(=O)n12	4%
NNC(=O)C12CC3CC(C1)CC(n1ncnn1)(C3)C2	-5%
CCCCN(C(=O)/C=C/c1ccco1)c1c(N)n(CCC)c(=O)[nH]c1=O	4%
Cc1cc(NCCc2ccccc2F)n2ncnc2n1	-5%
Continued:
SMILES	ERK EGF block
COc1ccc(C2C(=O)c3ccccc3C2=O)cc1	23%
COc1ccccc1CNc1nc(-c2ccccc2CN(C)C)nc2ccccc12	32%
Cc1nc(SCc2ccc(O)c([N+](=O)[O-])c2)n[nH]1	-7%
NC(=S)N/N=C/c1ccc(/C=N/NC(N)=S)cc1	-7%[57.5 µM]
CCCCN(CCCC)S(=O)(=O)c1c(C)[nH]c(=O)[nH]c1=O	-4%
O=C1CCc2cc(S(=O)(=O)NC(C(=O)N3CCN(c4ccccn4)CC3)c3ccccc3)ccc2N1 (stereo unspecified)	0%

Some of the compounds tested; the hit share may differ from the screen's.
